# Screening data deposited in PubChem BioAssay by several laboratories.
# UHRF1 binding – UHRF1 methylated DNA binding inhibitors, primary screen, counter-screen for MBD2 inhibitor project, biochemical, TR-FRET, human UHRF1, single concentration; UHRF1 binding to methylated oligo; E3 ubiquitin-protein ligase UHRF1 (Homo sapiens), Q96T88; inhibition, % at 4.4 µM; hit rate 0.75% among 370,000; AID 687016, 2013; in the data active = inhibition above about 21%;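 note: UHRF1 SRA domain binding a hemimethylated CpG hairpin DNA probe; 0% = median of test compound wells and 100% = reference inhibitor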
# LEDGF integ inh – blockers of LEDGF/p75-dependent integrase strand transfer – biochemical, TR-FRET, high throughput, primary screen | HIV-1 integrase (with human LEDGF/p75) | TR-FRET IN-LEDGF/p75 DNA integration, Eu/Cy5 | inhibition, % at 3.7 µM | hit rate 0.64% among 370,000 | AID 743269, 2014;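 active = inhibition above the screen-wide mean plus 3 SD, cut at about 13% in these data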;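 note: signal is the Cy5 over europium emission ratio at 671 and 618 nm; 0% = plate median of compound wells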
# MBD2 inh – inhibitors of MBD2 binding to methylated DNA, primary screen, biochemical, TR-FRET, DNA-binding domain, human | Methyl-CpG-binding domain protein 2 (Homo sapiens), Q9UBB5 | MBD2 binding to methylated oligonucleotide | inhibition, % at 4.4 µM | hit rate 0.31% among 370,000 | AID 686964, 2013; in the data active = inhibition above about 13%
# Target sequence (Q9UBB5 whole entry, looked up, the tested form may be a part): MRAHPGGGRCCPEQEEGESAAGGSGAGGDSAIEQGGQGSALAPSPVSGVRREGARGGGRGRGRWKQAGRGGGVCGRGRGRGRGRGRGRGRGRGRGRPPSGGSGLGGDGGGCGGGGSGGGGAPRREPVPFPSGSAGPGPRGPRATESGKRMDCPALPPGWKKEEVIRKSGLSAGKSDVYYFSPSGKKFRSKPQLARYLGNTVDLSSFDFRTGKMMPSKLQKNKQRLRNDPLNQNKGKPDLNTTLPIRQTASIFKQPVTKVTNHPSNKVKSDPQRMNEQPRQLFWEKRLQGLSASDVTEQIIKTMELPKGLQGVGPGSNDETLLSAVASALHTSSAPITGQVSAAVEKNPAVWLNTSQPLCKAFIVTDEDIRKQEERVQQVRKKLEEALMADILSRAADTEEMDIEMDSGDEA
# HTRA1 inhibitor – HTRA1 serine protease inhibitors, primary screen, biochemical, fluorescence polarization, HTS. Q92743. hit rate 0.5% among 340,000. inhibition, % at 5.96 µM. recombinant HTRA1, FP-rhodamine activity-based probe; in the data active = inhibition above about 36%;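 note: 0% = enzyme with DMSO and 100% = wells lacking enzyme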
# rCAG RNA binder – binders of r(CAG) RNA repeats, primary screen, biochemical, fluorescence | r(CAG) RNA repeat, TO-PRO-1 dye displacement fluorescence | inhibition, % at 3 µM | hit rate 1.3% among 370,000;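 active = inhibition above the plate cutoff, the mean of all test compounds on that plate plus 3 SD, cut at about 35% in these data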;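 note: 0% = DMSO alone and 100% = 100 µM mitoxantrone as full dye displacement; higher means more dye released from RNA so lower well fluorescence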
# mABHD4 FP – ABHD4 inhibitors, primary screen, biochemical, fluorescence polarization, mouse | hit rate 0.54% among 370,000 | purified mABHD4, FP-Rh probe fluorescence polarization | inhibition, % at 8.92 µM | AID 720543, 2013;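 active = inhibition exceeding the mean over every tested compound plus 3 SD, cut at about 30% in these data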;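 note: 0% = plate median of compound wells and 100% = S159A mutant with DMSO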
#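 Test system: mouse ABHD4 enzyme, wild type. Reagent: FP-Rh fluorescent activity-based probe, added after compound pre-incubation. Timing: pre-incubation 45 min, probe exposure 60 min, at 25 °C. Technique: FP readout, ex 525 nm / em 598 nm. Benchmarks: high control S159A mutant with DMSO, low control median of compound wells.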
# Rev-erbA mod – modulators of Rev-erb alpha DNA binding, primary screen, biochemical, FITC-DNA, fluorescence polarization, uHTS; hit rate 0.79% among 370,000; Rev-erbα–FITC-DNA binding, 90 min; AID 1259318, 2017; activity, % at 10 µM; Nuclear receptor subfamily 1 group D member 1 (Homo sapiens), P20393;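 active = activity above about 14%, limit read from the data; passing the limit was not always enough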;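 note: 0% = DMSO wells with 35 nM protein and 100% = DMSO wells with 750 nM protein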
# TCR-CD3 inh – inhibitors of human TCR-CD3 interaction, primary screen, biochemical, fluorescence, TAMRA-labeled TCR probe | inhibition, % at 9.4 µM | hit rate 0.37% among 360,000; in the data active = inhibition above about 19%;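 note: recombinant mutant TCR 2C K166C tagged with TAMRA read by polarization; 0% = receptor in buffer alone and 100% = receptor with positive control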
# PG9 Ab binder – binders of HIV-1 gp120 antibody PG9, primary screen, biochemical, TR-FRET; HIV-1 gp120 / PG9 antibody interaction; TR-FRET gp120-PG9 antibody binding; inhibition, % at 6.7 µM; hit rate 0.43% among 360,000; AID 624416, 2012; in the data active = inhibition above about 8.5%
# PRMT1 FP inh – PRMT1 methyltransferase inhibitors, primary screen, biochemical, fluorescence polarization; recombinant PRMT1, activity-based probe fluorescence polarization; inhibition, % at 2.79 µM; hit rate 1.3% among 370,000;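 active = inhibition above about 21% made by adding two undisclosed values, limit read from the data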
# Target sequence (Q99873 whole entry, looked up): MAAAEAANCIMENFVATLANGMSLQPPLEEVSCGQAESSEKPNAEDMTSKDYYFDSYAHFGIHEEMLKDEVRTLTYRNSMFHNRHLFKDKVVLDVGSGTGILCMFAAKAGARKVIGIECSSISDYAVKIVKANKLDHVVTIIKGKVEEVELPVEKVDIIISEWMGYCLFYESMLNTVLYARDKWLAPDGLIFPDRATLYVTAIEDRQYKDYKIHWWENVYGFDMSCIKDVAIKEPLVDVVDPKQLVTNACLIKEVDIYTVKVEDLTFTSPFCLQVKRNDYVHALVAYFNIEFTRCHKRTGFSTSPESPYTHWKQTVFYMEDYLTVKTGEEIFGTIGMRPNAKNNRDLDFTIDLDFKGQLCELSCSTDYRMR
# Numbers without * were called inactive; · = not tested or not shown. Some of the compounds tested, so the mix of outcomes need not match the whole.
SMILES,UHRF1 binding,LEDGF integ inh,MBD2 inh,HTRA1 inhibitor,rCAG RNA binder,mABHD4 FP,Rev-erbA mod,TCR-CD3 inh,PG9 Ab binder,PRMT1 FP inh
NS(=O)(=O)c1cccc(NC(=O)CSc2nnc(-c3ccncc3)n2C2CC2)c1,3,2,-1,-3,10,-6,1,-6,0.1,3
O=C(NCc1ccco1)c1ccccc1Nc1ccc(F)cc1,0,8,0,-12,0,-9,-2,7,-2.0,1
Cc1nc(-c2ccccc2)sc1-c1ccnn1C,43*,-9,2,0,-3,-2,1,2,-1.9,0
O=C(/C=C/c1ccc(Br)cc1)Nc1ccc(S(=O)(=O)Nc2ncccn2)cc1,-2,0,0,-10,38*,-3,·,3,-0.6,-2
CCN(CC)C(=O)CSc1ncccc1-c1nc2ccccc2[nH]1,3,4,-1,3,4,6,·,-5,-2.1,0
CCOC(=O)C1Oc2ccccc2C(c2ccc(F)cc2)=C1C(=O)OC (configuration not stated),3,3,1,-6,0,-7,-2,4,0.8,-4
O=C(NCc1ccccc1)C(c1ccc(C(F)(F)F)cc1)n1c(=O)c(-c2ccccc2)nc2ccccc21 (configuration not stated),1,4,4,·,2,-9,2,-1,-3.8,-2
C=CCn1c(SCC(=O)c2cc(C)n(CCOC)c2C)nc2sc(C)c(C)c2c1=O,-3,5,-1,-2,3,-7,3,-1,-0.1,4
COc1ccc(C2(CNC(=O)c3ccc(OC)c([N+](=O)[O-])c3)CCCCC2)cc1OC,0,-1,1,-7,-5,0,-2,11,0.2,2
COc1ccc(S(=O)(=O)Nc2ccccc2OC)cc1N=Nc1c(O)[nH]c(=S)[nH]c1=O,-7,-2,-10,5,17,16,-13,5,-3.9,-1
CC(=O)Nc1ccc2c(c1)nc1n2CCSC1,-5,6,-1,3,6,-1,-3,6,0.5,9
CCCSC1=C(C#N)C2(CCCCC2)C(C#N)=C(N)N1,-3,-2,4,-9,2,-1,2,3,-1.1,-2
COc1ccccc1NC(=O)C1C2CCCCC21 (configuration not stated),1,-3,2,2,-1,1,-2,0,0.4,1
CCc1cccc(C)c1NC(=O)C1C2CCC(O2)C1C(=O)O (configuration not stated),3,0,1,-3,4,-4,-2,-7,-1.5,3
CCOC(=O)COc1cc2oc(=O)cc(C)c2cc1[N+](=O)[O-],-2,-2,4,3,2,-1,-2,4,-0.5,-5
Cc1cccc(NC(=O)C2CCN(C(=O)c3ccc(F)cc3)CC2)n1,-1,-3,3,4,-4,1,2,-1,1.3,3
O=S1(=O)CC2SC(=S)N(c3ccccc3)C2C1 (configuration not stated),3,1,1,·,-1,-4,-6,-5,-0.9,-3
Cc1cc(NC(=O)c2cccc(Br)c2)no1,3,-5,1,3,-1,0,-2,-8,-0.1,6
CC(NC1CCCCC1)C(=O)NN=C(c1ccccc1)c1ccccc1 (configuration not stated),-2,0,0,2,-8,5,5,0,-0.1,2
COc1ccc(C2NC(=O)CS2)cc1 (configuration not stated),0,0,-4,5,4,2,-2,4,-1.5,1
CCCc1cc(=O)oc2c(C)c(OC(C)C(=O)NCCN3CCOCC3)ccc12 (configuration not stated),-2,3,-2,0,-8,-3,0,6,-1.5,1
CN1CCN(c2nc(Nc3cccc(C(F)(F)F)c3)nc(N3CCOCC3)n2)CC1,1,0,3,-1,-6,6,4,3,-1.3,-2
CCN(C(=O)c1ccc(S(=O)(=O)N2CCC(C)CC2)cc1)C1CCS(=O)(=O)C1 (configuration not stated),2,0,5,-1,-6,4,0,5,0.9,-1
CCc1nc2ccc(C(=O)NCCC(C)C)cn2c1N(C)Cc1ccc(OC)cc1,2,-1,-3,·,3,-2,-4,6,1.2,3
Cc1ccc(S(=O)(=O)/C(C#N)=C/c2ccccc2OCc2ccccc2)cc1,9,1,1,-17,5,-7,5,-2,-0.4,5

# Looked up one by one from above:
SMILES,UHRF1 binding,LEDGF integ inh,MBD2 inh,HTRA1 inhibitor,rCAG RNA binder,mABHD4 FP,Rev-erbA mod,TCR-CD3 inh,PG9 Ab binder,PRMT1 FP inh
CC(NC1CCCCC1)C(=O)NN=C(c1ccccc1)c1ccccc1 (configuration not stated),-2,0,0,2,-8,5,5,0,-0.1,2
CCc1cccc(C)c1NC(=O)C1C2CCC(O2)C1C(=O)O (configuration not stated),3,0,1,-3,4,-4,-2,-7,-1.5,3

# Continued.
SMILES,UHRF1 binding,LEDGF integ inh,MBD2 inh,HTRA1 inhibitor,rCAG RNA binder,mABHD4 FP,Rev-erbA mod,TCR-CD3 inh,PG9 Ab binder,PRMT1 FP inh
O=C(CN(Cc1ccc(F)cc1)C(=O)CNS(=O)(=O)c1ccc(Cl)cc1)NCC1CCCO1 (configuration not stated),2,6,2,-6,-2,-9,6,-12,1.1,-5
Cc1ccc(N2C(=O)CN(Cc3cccs3)C2=S)cc1C,-2,1,0,-8,0,-8,2,1,-0.4,-3
C=CCOC(=O)C1=C(C)N(C)C(=O)NC1c1cc2c(cc1Br)OCO2 (configuration not stated),1,-5,-8,-4,4,5,5,7,-0.6,0
O=C(COC(=O)c1ccc([N+](=O)[O-])o1)Nc1cccc(S(=O)(=O)N2CCOCC2)c1,-1,1,-5,7,1,5,-1,-4,-4.6,0
CC(C)Sc1nc2c(c(=O)n(C)c(=O)n2C)n1C,-1,-1,-2,8,-5,-19,-5,-2,-1.1,-2
CCOC(=O)c1cc(-c2ccccc2)sc1NC(=O)C(C)OC(=O)c1cccnc1Cl (configuration not stated),4,-3,3,2,4,4,20*,0,-1.7,2
CN1CCN(C(=O)c2ccc(-c3cc4nc(NCc5cccnc5)n(C)c(=O)c4s3)cc2)CC1,3,2,-4,·,1,-3,0,-3,-3.1,4
CCOc1cc(NCc2ccccc2)c2ncn(C(C)C)c2c1,-4,9,-7,10,-6,20,9,1,-3.2,0
Cc1nnc(C)n1/N=C/c1cc(Br)ccc1O,6,-5,2,1,2,1,-2,-4,0.5,2
O=C(COc1ccc(/C=N/NS(=O)(=O)c2ccccc2)cc1)Nc1ccccc1,-5,0,-6,-9,4,3,4,8,0.3,-1
COCCn1c(=O)sc2ccccc2c1=O,0,-3,1,7,-1,0,5,4,-1.1,0
COc1cccc(OCc2cc(C(=O)NCc3ccccn3)no2)c1,-2,2,-5,1,-1,-3,-1,6,1.1,-6
Cc1onc(-c2ccccc2Cl)c1C(=O)O/N=C(\N)c1ccc([N+](=O)[O-])o1,-1,-6,-5,3,1,0,6,2,-0.5,0
Cc1cc(C)c(S(=O)(=O)c2c(C)cccc2C)c(Cl)n1,-3,2,-7,3,-1,-1,-3,1,-1.7,-3
CC(C)c1ccc(C2C3=C(COC3=O)Nc3cc4c(cc32)OCO4)cc1 (configuration not stated),20,4,1,2,5,-1,15,3,-0.8,-5
CCCCOc1ccc(CC2CCC(=O)NC2=O)cc1 (configuration not stated),-1,0,2,8,-4,1,0,3,-0.2,-4
CCOc1cc(C(=O)Nc2nnc(S(=O)(=O)N3CCOCC3)s2)cc(OCC)c1OCC,-1,2,-2,0,10,10,6,7,2.4,2
CC(C)CC(=O)N1CC(C)N(C(=O)CC(C)C)CC1C (configuration not stated),2,-1,0,·,-2,7,-1,-1,-1.2,-1
CCOc1ccc(Br)cc1CSC(=N)N,-1,-2,-3,6,2,5,-1,1,1.3,1
CC(Cc1c[nH]c2ccccc12)C(=O)NCc1ccco1 (configuration not stated),1,1,-5,3,1,-4,1,-5,-3.6,-1
CCN=C1SCC(=O)N1c1ccc(OC)cc1,3,-4,-2,2,-1,3,-2,-2,0.3,-1
COc1ccc(-c2nnc(SCC(=O)NCCC(C)C)nc2-c2ccc(OC)c(OC)c2)cc1OC,3,2,-2,-6,2,-13,2,-5,-2.9,-2
CC(=O)Nc1cccc(-c2cc(NC(C)=O)c3ncc(-c4ccc(C(C)=O)cc4)n3c2)c1,-3,-5,-6,·,13,-1,-4,-4,0.0,3
CCOC(=O)C1CCCN(C(=O)c2ccc([N+](=O)[O-])cc2)C1 (configuration not stated),-4,3,-5,4,-1,1,7,3,-2.0,-5
Cc1onc(-c2ccccc2Cl)c1C(=O)Nc1ccc(S(=O)(=O)Nc2nccs2)cc1,3,-3,-1,-10,41*,-12,0,1,1.2,5

# Rev-erbA mod: what is marked active above.
Molecule	LEDGF integ inh	MBD2 inh	HTRA1 inhibitor	mABHD4 FP	Rev-erbA mod	TCR-CD3 inh	PG9 Ab binder	PRMT1 FP inh
CCOC(=O)c1cc(-c2ccccc2)sc1NC(=O)C(C)OC(=O)c1cccnc1Cl (configuration not stated)	-3	3	2	4	20*	0	-1.7	2

# (listing goes on)
SMILES,UHRF1 binding,LEDGF integ inh,MBD2 inh,HTRA1 inhibitor,rCAG RNA binder,mABHD4 FP,Rev-erbA mod,TCR-CD3 inh,PG9 Ab binder,PRMT1 FP inh
COc1ccc(OC)c(N/C(C)=C/C(=O)c2ccccc2)c1,-4,1,2,7,-4,1,-2,4,0.5,3
CC(=O)NC1C(OCc2ccccc2)OC(COC(C)=O)C(OC(C)=O)C1OC(C)=O (configuration not stated),2,-1,-2,10,-1,-6,0,7,-1.1,-1
CCOC(=O)N1CCN(c2c(NCc3cccs3)c(=O)c2=O)CC1,3,1,2,0,-1,-2,-2,-4,-2.0,2
Cc1onc(-c2ccccc2)c1C(=O)Nc1nnc(N2CCCCCC2)s1,-1,2,7,-3,3,-1,9,-4,-3.3,0
O=S(=O)(c1ccccc1)N1CCN(c2nnnn2-c2ccccc2)CC1,1,-1,4,-4,-6,8,4,-4,1.7,1
CC(C)(C)NC(=O)NC(=O)COC(=O)c1cccc(S(=O)(=O)N2CCCCC2)c1,-2,-1,-2,-1,-3,1,-8,-7,2.1,-4
COc1cc(C)ccc1OC(C)C(=O)Nc1ccc(N2CCCCC2)cc1 (configuration not stated),1,-2,1,-4,-2,-7,2,0,-1.1,5
CC(=O)Nc1ccc(SCC(=O)Nc2sccc2C#N)cc1,-1,1,0,2,3,-3,4,3,-2.7,-1
CC(C)(C)NC(=O)CN(C(=O)CS(=O)CC(=O)Nc1ccc(F)cc1)c1ccccc1F (configuration not stated),0,-5,-1,-7,-6,1,1,-1,-0.9,3
COC(=O)C1CN(Cc2ccc(F)cc2)CCS(=O)(=O)N1Cc1ccc(Cl)cc1 (configuration not stated),3,-1,3,·,2,-11,5,·,·,1
COc1ccccc1C(=O)Nc1ccc(S(=O)(=O)N2CCC(C)CC2)cc1,3,0,8,-45,7,-28,3,-5,1.9,7
COc1ccc(CNC(=O)C/C(C)=N/NC(=O)c2ccccc2OC)cc1,-4,2,-4,0,-2,2,-4,0,-0.2,-5
COc1ccc(C(=O)Nc2ccc(C)cn2)cc1S(=O)(=O)N1CCCc2ccccc21,0,-2,3,-32,3,1,-1,-3,0.0,3
CC(=O)c1c(C)[nH]c(C(=O)Nc2cccc(C#N)c2)c1C,3,3,2,1,2,-8,8,11,-2.2,-6
